Gal4-VP16 FLuc = VP16 counterscreen qHTS for inhibitors of ROR gamma transcriptional activity; Drosophila S2 Gal4-VP16 UAS-luciferase, luminescence, 20 h; Potency, µM (doses to about 53.6 µM), for inactives: at the top dose activity, negative = inhibition, hits mostly inhibitors; actives 3.5% (n = 310,000); AID 2546, 2010;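 further: Gal4-VP16 expression switched on by copper sulfate through the metallothionein promoter; potency means the concentration at half of the fitted maximal effect; on the % scale 0 is the no-effect control and ±100 the full control effect; nearly all actives have a fitted effect of over 50% in size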
Coupling enz = qHTS Assay for Inhibitors of Fructose-1,6-bisphosphate Aldolase from Giardia Lamblia: Coupling assay counterscreen; coupling enzyme system counterscreen, AmpLite Red fluorescence; activity change, negative = inhibition, % at 58.2 µM, hits read low; actives 0.67% (n = 290,000); AID 2472, 2010; in the data active means activity change below about -30%; further: on the % scale 0 is the no-effect control and ±100 the full control effect
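Counterscreen lacking aldolase: glyceraldehyde-3-phosphate coupling-enzyme reagent preincubated 10 min at RT with compound (at 57.5 uM final), then substrate/coupling system with AmpLite Red added; fluorescence read at 525/598 nm after 20 min RT.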
Rab9 prom act = qHTS Assay for Rab9 Promoter Activators. Potency, µM (doses to about 9.22 µM), for inactives: top-dose activation, negative = inhibition, most hits filed as activators. actives 2.8% (n = 320,000). Huh7 Rab9 promoter-luciferase reporter, luminescence, 24 h; further: potency means the concentration at half of the fitted maximal effect; % of control where 0% means no effect; nearly all actives have a fitted effect of over 60% in size
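Quantitative HTS format; Huh7 Rab9-luciferase reporter cells (1500/well) receive compound 2 h post-plating, incubate 24 h at 37 °C, then get luciferase reagent for 10 min before luminescence reading.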
ELG1 genotox = qHTS screen for small molecules that induce genotoxicity in human embryonic kidney (HEK293T) cells expressing luciferase-tagged ELG1. HEK293T ELG1-luciferase reporter, luminescence, 16 h. Potency, µM (series often up to 46 µM), for the others: at the top dose activity change, positive = activation, usual class: activators. actives 1.3% (n = 330,000); further: potency means the concentration at half of the fitted maximal effect; % of control where 0% means no effect; nearly all actives have a fitted effect of over 60% in size
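Luminescence read-out: rising ELG1-luciferase signal, reflecting elevated ELG1 protein under genetic stress, flags genotoxic compounds. Cells were treated for 16 hr at 37 °C before ONE-Glo detection.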
KCNH2 3.1 block = qHTS for Inhibitors of KCHN2 3.1: Mutant qHTS | Potassium voltage-gated channel subfamily H member 2, brain isoform KCNH2 3.1 (human) | U2OS KCNH2 3.1, thallium flux FluxOr; stronger effect = lower value | activity change, % (tested at about 1.8 µM) | actives 0.95% (n = 340,000);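 active means maximum activity change below -70%; inconclusive means maximum activity change from -70% to -50%; inactive means maximum activity change above -50%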;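 further: thallium influx rate constant from kinetic fluorescence after stimulation buffer; on the % scale 0 is the no-effect control and ±100 the full control effect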
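Kinetic fluorescence (2 min after stimulation buffer) measures Tl+ influx through KCNH2 3.1 expressed by viral transduction in U2OS cells; the rate constant is normalized against DMSO controls serving as positive and negative references.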
NPC1 prom act = qHTS Assay for NPC1 Promoter Activators | Huh7 NPC1 promoter luciferase reporter, 24 h | Potency, µM (titrated, usually from 9.22 µM), for the others: top-dose activation, most hits filed as activators | actives 2.4% (n = 320,000);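 further: potency means the concentration at half of the fitted maximal effect; % of control where 0% means no effect; nearly all actives have a fitted effect of over 60% in size; reporter is driven by a mutant NPC1 promoter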
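Luminescence read-out of NPC1 promoter-driven luciferase in stably transfected Huh7 cells; compounds delivered in DMSO and left 24 h at 37C, 5% CO2, qHTS titration format.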
Giardia kill = Small Molecules that selectively kill Giardia lamblia: qHTS; Giardia lamblia trophozoite viability; actives 0.15% (n = 340,000); activity change, % at 7.66 µM, hits read low; in the data active means activity change below about -80%; inconclusive means between about -30% and that limit;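 further: parasites exposed to compound for two days anaerobically before the ATP read; on the % scale 0 is the no-effect control and ±100 the full control effect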
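Viability, read as ATP luminescence: trophozoites at 100 cells/well, compound added, 48 hrs anaerobic at 37 deg C, then 15-30 min room-temperature development before reading.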
Tb PFK inh = qHTS Assay to Find Inhibitors of T. brucei phosphofructokinase; ATP-dependent 6-phosphofructokinase (Trypanosoma brucei brucei), O15648; T. brucei PFK, ADP-Glo luminescence; Potency, µM (highest dose often 57.5 µM), for inactives: at the highest dose activity, negative = inhibition, most hits filed as inhibitors; actives 0.17% (n = 330,000); AID 485367, 2010;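 further: potency means the concentration at half of the fitted maximal effect; 0% = uninhibited 1x PFK enzyme wells and -100% = no-enzyme wells; nearly all actives have a fitted effect of over 60% in size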
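ADP-Glo luminescence quantified ADP after 45 min at room temperature, with 1.25 nM T. brucei PFK, 0.1 mM ATP and 0.5 mM fructose-6-phosphate in pH 8.0 TEA buffer. qHTS titrations up to 57 µM; curves classified by quality.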
uPA surface inh = qHTS for Inhibitors of Cell Surface uPA Generation | cell surface uPA generation assay, qHTS | Potency, µM (series often up to 38.3 µM), for inactives: top-dose activity change, negative = inhibition, hits mostly inhibitors | actives 0.31% (n = 330,000); active means well fitted inhibition curve with a large enough effect; inconclusive means small, poorly fitted or top-dose-only effect; inactive means no such curve, though single readings can be large or run the other way; tested in mouse RAW 264.7 cells; further: potency means the concentration at half of the fitted maximal effect; on the % scale 0 is the no-effect control and ±100 the full control effect; nearly all actives have a fitted effect of over 55% in size
RORgamma inh = qHTS for inhibitors of ROR gamma transcriptional activity; Potency, µM (doses to about 53.6 µM), without a hit: at the top dose activity change, negative = inhibition, actives largely listed as inhibitors; actives 5.4% (n = 310,000); Nuclear receptor ROR-gamma (Mus musculus), P51450; Drosophila S2 Gal4-RORgamma UAS-luciferase reporter, 20 h; further: potency means the concentration at half of the fitted maximal effect; on the % scale 0 is the no-effect control and ±100 the full control effect; nearly all actives have a fitted effect of over 60% in size
Target sequence (P51450 whole entry, looked up, the tested form may be a part): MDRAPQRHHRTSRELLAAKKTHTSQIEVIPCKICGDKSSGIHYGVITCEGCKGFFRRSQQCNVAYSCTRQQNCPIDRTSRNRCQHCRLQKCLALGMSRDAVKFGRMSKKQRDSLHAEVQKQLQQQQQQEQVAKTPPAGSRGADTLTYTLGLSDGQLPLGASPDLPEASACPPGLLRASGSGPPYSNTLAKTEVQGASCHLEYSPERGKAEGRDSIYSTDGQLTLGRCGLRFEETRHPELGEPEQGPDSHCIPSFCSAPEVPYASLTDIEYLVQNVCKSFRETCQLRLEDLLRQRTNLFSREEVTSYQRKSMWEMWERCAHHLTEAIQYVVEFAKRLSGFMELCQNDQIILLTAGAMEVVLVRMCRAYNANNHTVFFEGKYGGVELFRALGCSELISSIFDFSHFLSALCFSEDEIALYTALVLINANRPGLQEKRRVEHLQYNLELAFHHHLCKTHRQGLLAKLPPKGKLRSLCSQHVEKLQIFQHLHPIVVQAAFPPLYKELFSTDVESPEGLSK
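Luminescence from a UAS-regulated Photinus luciferase reporter in stably transfected Drosophila Schneider cells is measured; decreased signal marks ROR gamma inhibition. Fusion expression is induced by 700 uM copper sulfate for 20 hr.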
FLuc modulator = qHTS profiling assay for firefly luciferase inhibitor/activator using purifed enzyme and Km concentrations of substrates (counterscreen for miR-21 project); Luciferin 4-monooxygenase (Photinus pyralis), P08659; purified FLuc, Km substrates, luminescence inhibition; Potency, µM (doses to about 57.5 µM), inactives show top-dose activity change, negative = inhibition, most hits filed as inhibitors; actives 6.9% (n = 360,000); AID 588342, 2011;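 further: potency means the concentration at half of the fitted maximal effect; plate controls were vehicle for no effect and reference inhibitor for full effect; nearly all actives have a fitted effect of over 55% in size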
Target sequence (P08659 whole entry, looked up): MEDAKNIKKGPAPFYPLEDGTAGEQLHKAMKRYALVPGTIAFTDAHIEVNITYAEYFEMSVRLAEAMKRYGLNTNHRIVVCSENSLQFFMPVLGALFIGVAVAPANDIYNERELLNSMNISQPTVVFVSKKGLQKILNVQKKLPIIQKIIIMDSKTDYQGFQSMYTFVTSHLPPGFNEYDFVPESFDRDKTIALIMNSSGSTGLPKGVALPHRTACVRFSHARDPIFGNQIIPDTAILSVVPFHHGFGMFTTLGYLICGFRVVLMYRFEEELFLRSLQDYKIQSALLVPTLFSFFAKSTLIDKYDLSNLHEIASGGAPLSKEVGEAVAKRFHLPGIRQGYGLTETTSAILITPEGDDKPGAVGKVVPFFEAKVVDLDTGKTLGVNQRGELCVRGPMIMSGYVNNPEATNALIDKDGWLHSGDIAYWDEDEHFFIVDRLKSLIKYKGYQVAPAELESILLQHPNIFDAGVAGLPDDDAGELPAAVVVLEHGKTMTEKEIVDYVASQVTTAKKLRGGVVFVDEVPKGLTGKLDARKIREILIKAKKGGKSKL
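Purified P. pyralis luciferase, 10 nM final, with Km-level 10 uM D-luciferin and 10 uM ATP in 50 mM Tris acetate pH 7.5, 10 mM Mg acetate, 0.01% Tween-20, 0.05% BSA; 6-point qHTS titration about 60 µM downward; luminescence read.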
An asterisk follows results filed as active; & = joins results of further samples; [ ] = remark or other dose. Unless noted, the call rests on the fitted dose curve; in most records, active means well fitted curve in the direction sought with a large enough effect; inconclusive means small, poorly fitted or top-dose-only effect, or another doubt; inactive means no such curve, though single readings can be large; an effect the other way counts as inactive or inconclusive.

O=C(COC(=O)Cc1c(Cl)cccc1Cl)NCCC1=CCCCC1 was read as Gal4-VP16 FLuc -10%, Coupling enz -5, Rab9 prom act 13%, ELG1 genotox 0%, KCNH2 3.1 block 7, NPC1 prom act -1%, Giardia kill -2, Tb PFK inh -28%, uPA surface inh -1%, RORgamma inh -5% and FLuc modulator -5%.
COC(=O)c1c(C)oc2ccc(N(C(=O)c3ccncc3)S(=O)(=O)c3ccc(C)cc3)cc12 was read as Gal4-VP16 FLuc 7.1µM*, Coupling enz -3, Rab9 prom act -25%, ELG1 genotox 9%, KCNH2 3.1 block -9, NPC1 prom act -24%, Giardia kill 2, Tb PFK inh 1%, uPA surface inh -14%, RORgamma inh -39% and FLuc modulator 4%.
For O=C(Nc1ccc2ccccc2c1)c1cccc([N+](=O)[O-])c1 the results were Gal4-VP16 FLuc 8%, Coupling enz 2, Rab9 prom act inconclusive, ELG1 genotox inconclusive, KCNH2 3.1 block 12, NPC1 prom act inconclusive, Giardia kill -11, Tb PFK inh inconclusive, uPA surface inh -4%, RORgamma inh -3% and FLuc modulator 12µM*.
`Cc1ccc(CNC(=O)CCOc2ccc(C(C)(C)C)cc2)cc1` gave Gal4-VP16 FLuc 8%, Coupling enz 2, Rab9 prom act 2%, ELG1 genotox -4%, KCNH2 3.1 block -9, NPC1 prom act 0%, Giardia kill 21, Tb PFK inh 4%, uPA surface inh 3%, RORgamma inh 0% and FLuc modulator -1%.
CCCn1nnc(NC(=O)c2ccc3ccccc3c2)n1 was read as Gal4-VP16 FLuc 8%[10 µM], Coupling enz 5, Rab9 prom act inconclusive, ELG1 genotox 3%, KCNH2 3.1 block -14, NPC1 prom act inconclusive, Giardia kill 6, Tb PFK inh -2%, uPA surface inh 3%, RORgamma inh 23% and FLuc modulator 15µM*.
For C=CCOC(=O)Nc1c(C(=O)OC)[nH]c2ccccc12 the results were Gal4-VP16 FLuc 8%, Coupling enz -2, Rab9 prom act 7%, ELG1 genotox -1%, KCNH2 3.1 block -8, NPC1 prom act 10%, Giardia kill -9, Tb PFK inh 1%, uPA surface inh -2%, RORgamma inh -2% and FLuc modulator -10%.
CCC(C)c1ccccc1NC(=O)CN(C)CCOc1ccc(Cl)cc1 (stereo not given) was read as Gal4-VP16 FLuc 0%, Coupling enz 1, Rab9 prom act 0%, ELG1 genotox -7%, KCNH2 3.1 block -9, NPC1 prom act 2%, Giardia kill 2, Tb PFK inh -5%, uPA surface inh 4%, RORgamma inh 9% and FLuc modulator -2%.
CCOC(=O)N1CCN(C(=O)C(C)c2ccc([N+](=O)[O-])cc2)CC1 (stereo not given) was read as Gal4-VP16 FLuc -2%, Coupling enz 0, Rab9 prom act -2%, ELG1 genotox -5%, KCNH2 3.1 block 6, NPC1 prom act -1%, Giardia kill -7, Tb PFK inh -2%, uPA surface inh -1%, RORgamma inh 11% and FLuc modulator -1%.
Screening CCC(C)Sc1ccc(-c2nc3ccc(C)cn3c2NCc2ccccc2)cc1 (stereo not given) returned ELG1 genotox 9%, KCNH2 3.1 block -43, Giardia kill 3, Tb PFK inh 6% and uPA surface inh -21%.
For COC(=O)c1cccc(C(=O)Nc2cnc3ccccc3c2)n1 the results were Gal4-VP16 FLuc -9%, Coupling enz -2, Rab9 prom act inconclusive, ELG1 genotox 10%, KCNH2 3.1 block -21, NPC1 prom act 4µM*, Giardia kill 10, Tb PFK inh 0%, uPA surface inh -2%, RORgamma inh 13% and FLuc modulator 24µM*.
`O=C(Nc1ccc2nsnc2c1)N1CCCCCC1` gave Gal4-VP16 FLuc 11%, Coupling enz -11, Rab9 prom act inconclusive, ELG1 genotox inconclusive, KCNH2 3.1 block 4, NPC1 prom act 21%, Giardia kill -3, Tb PFK inh 3%, uPA surface inh 0%, RORgamma inh inconclusive and FLuc modulator 17µM*.
O=C(O)c1cn(-c2ccc(N3CCCC3)c(F)c2)c2c(F)c(F)c(F)cc2c1=O was read as Gal4-VP16 FLuc -6%, Coupling enz 5, Rab9 prom act -4%, ELG1 genotox -2%, KCNH2 3.1 block -8, NPC1 prom act 2%, Giardia kill 3, Tb PFK inh 3%, uPA surface inh 0%, RORgamma inh 24% and FLuc modulator inconclusive.
`N#Cc1ccccc1NC(=O)c1cccc(COc2ccc(Cl)cc2Cl)c1` gave Gal4-VP16 FLuc -10%, Coupling enz 1, Rab9 prom act 0.45µM*, ELG1 genotox 0.46µM*, KCNH2 3.1 block -24, NPC1 prom act 0.32µM*, Giardia kill 7, Tb PFK inh -3%, uPA surface inh -6%, RORgamma inh -1% and FLuc modulator 13µM*.
Screening COc1ccc(/C=C/C(=O)NCC(=O)N2CCC(N(C)CCN3CCOCC3)CC2)cc1OC returned Gal4-VP16 FLuc -4%, Coupling enz 1, Rab9 prom act 2%, ELG1 genotox -12%, KCNH2 3.1 block 9, NPC1 prom act -1%, Giardia kill 0, Tb PFK inh 0%, uPA surface inh 9%, RORgamma inh 5% and FLuc modulator 2%.
`CC1(C)CCc2c([nH]c3ccccc3c2=O)O1` gave Gal4-VP16 FLuc 9%, Coupling enz 2, Rab9 prom act 2%, ELG1 genotox 5%, KCNH2 3.1 block 3, NPC1 prom act 0%, Giardia kill 12, Tb PFK inh -3%, uPA surface inh -21%, RORgamma inh -34% and FLuc modulator inconclusive.
COc1ccc(/C=N/NC(=O)c2c([N+](=O)[O-])c(C)nn2C)cc1 was read as Gal4-VP16 FLuc -19%, Coupling enz 0, Rab9 prom act -4%, ELG1 genotox 2%, KCNH2 3.1 block -19, NPC1 prom act 3%, Giardia kill 7, Tb PFK inh 0%, uPA surface inh 5%, RORgamma inh -26% and FLuc modulator 0%.
COc1ccccc1NS(=O)(=O)c1cc(NC(=O)Nc2cccc(C)c2)ccc1N1CCCCC1 was read as Gal4-VP16 FLuc 1%, Coupling enz 1, Rab9 prom act -2%, ELG1 genotox 3%, KCNH2 3.1 block -5, NPC1 prom act 1%, Giardia kill -5, Tb PFK inh -5%, uPA surface inh 4%, RORgamma inh 35% and FLuc modulator -16%.
Screening CCc1ccc(NC(=O)C(=O)NNC(=O)COc2cccc(OC)c2)cc1 returned Gal4-VP16 FLuc -3%, Coupling enz 6, Rab9 prom act 0%, ELG1 genotox -3%, KCNH2 3.1 block 15, NPC1 prom act -5%, Giardia kill 2, Tb PFK inh -1%, uPA surface inh -6%, RORgamma inh -23% and FLuc modulator inconclusive.
`COCCN1Cc2cccc(C(=O)NCc3cccs3)c2C1=O` gave Gal4-VP16 FLuc -2%, Coupling enz 3, Rab9 prom act -9%, ELG1 genotox 0%, KCNH2 3.1 block 4, NPC1 prom act -3%, Giardia kill -8, Tb PFK inh -2%, uPA surface inh 3%, RORgamma inh 21% and FLuc modulator -2%.
CCn1c2ccccc2n2c(=O)c(=O)n(CC(=O)Nc3ccc(C(C)C)cc3)nc12 was read as Gal4-VP16 FLuc -10%, Coupling enz -1, Rab9 prom act -2%, ELG1 genotox 0%, KCNH2 3.1 block 4, NPC1 prom act -4%, Giardia kill -11, Tb PFK inh 2%, uPA surface inh 25%, RORgamma inh 7% and FLuc modulator -1%.
CCc1ccc(NC(=O)Cn2ncn3c(cc4ccccc43)c2=O)cc1 was read as Gal4-VP16 FLuc -6%, Rab9 prom act 1%, ELG1 genotox 2%, KCNH2 3.1 block 12, NPC1 prom act -5%, Giardia kill -3, Tb PFK inh -1%, uPA surface inh 1%, RORgamma inh -12% and FLuc modulator 1%&-1%.
Screening O=C(NCCN1CCOCC1)c1cc2sccc2n1Cc1ccc(Cl)cc1 returned Gal4-VP16 FLuc -6%, Coupling enz -2, Rab9 prom act 1%, ELG1 genotox -3%, KCNH2 3.1 block inconclusive, NPC1 prom act -5%, Giardia kill -6, Tb PFK inh -2%, uPA surface inh 10%, RORgamma inh 3% and FLuc modulator -2%.
`Cc1cccc(Cn2cnc3c(nnn3Cc3ccc(F)cc3)c2=O)c1` gave Gal4-VP16 FLuc 2%, Coupling enz 1, Rab9 prom act -1%, ELG1 genotox -3%, KCNH2 3.1 block -2, NPC1 prom act -1%, Giardia kill 16, Tb PFK inh -5%, RORgamma inh 27% and FLuc modulator 4%.
For CS(=O)(=O)N1CCCC(C(=O)Nc2ccccc2Cl)C1 (stereo not given) the results were Gal4-VP16 FLuc -16%, Coupling enz -1, Rab9 prom act 2%, ELG1 genotox 0%, KCNH2 3.1 block inconclusive, NPC1 prom act -4%, Giardia kill -9, Tb PFK inh -2%, uPA surface inh -2%, RORgamma inh -6% and FLuc modulator 0%.

Assay outcomes (PubChem BioAssay)

An unsorted share of the library (roughly 14% active in at least one column).
